# High-throughput results as filed in PubChem BioAssay.
# SARS 3CLpro inh: SARS-CoV 3CLpro protease inhibition. AID 1706. recombinant SARS-CoV 3CLpro, quenched FRET peptide cleavage. inhibition, % at 6 µM. P0C6X7. actives 0.14% (n = 290,000); in the data active = inhibition above about 12%
# Rv3671c inh: Rv3671c (M. tuberculosis) protease inhibition; P9WHR9; inhibition, % at 5.96 µM; actives 0.048% (n = 320,000); in the data active = inhibition above about 38%;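 also: extracellular domain of Rv3671c used as enzyme; 0% = enzyme with DMSO and 100% = no enzyme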
# DUSP3 inh: DUSP3 (human) phosphatase inhibition. recombinant VHR phosphatase, pNPP absorbance. inhibition, % at 13.3 µM. actives 0.52% (n = 290,000). AID 1654; in the data active = inhibition above about 50%; also: some compounds called inactive have numbers as strong as hits
# PriA SSB inh: inhibitors of Klebsiella pneumoniae PriA binding to SSB C-terminal tail; AlphaScreen SSBct-PriA binding, biotinylated peptide; inhibition, % at 33 µM; actives 0.6% (n = 430,000); in the data active = inhibition mostly above about 37%, no sharp cut-off; inactive = mostly below about 20%;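 also: plate controls were negative control peptide for no effect and reference peptide for full effect; strong numbers were not always called active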
# Anthrax LF inh2: anthrax lethal factor protease inhibition; P15917; multiplex microsphere protease cleavage assay, LF; inhibition, % at 10 µM; actives 0.12% (n = 360,000); AID 588501; in the data active = inhibition above about 30%; also: plate controls were buffer without enzyme for full effect and enzyme alone for no effect
# Vc quorum ag: inducers of Vibrio cholerae quorum light production without autoinducers; actives 0.16% (n = 350,000); V. cholerae BH1578 lux reporter, luminescence, 6 h; activation, % at 18.7 µM; in the data active = activation mostly above about 9.7%, no sharp cut-off; also: not every result past the cut was called active; inactives centre near 0; reference of the scale not given here
# PfHsp40 yeast: rescue of PfHsp40-mediated yeast toxicity; S. cerevisiae expressing PfHsp40, growth rescue, ATP luminescence; growth rescue, % at 12.5 µM; actives 0.68% (n = 340,000); in the data active = growth rescue above about 28%, passing the limit was not always enough;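 also: yeast W303a lacking pdr1 and pdr3 grown in galactose medium; growth measured after three days at 30 °C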
# TcdB GH inh: inhibitors of Clostridioides difficile toxin B glycohydrolase | P18177 | TcdB glycohydrolase enzymatic assay, plate reader | inhibition, % at 9.99 µM | actives 0.24% (n = 350,000); in the data active = inhibition above about 10%
# MazEF act: MazEF (E. coli) toxin RNase activation. FAM/BHQ RNA-DNA oligo cleavage fluorescence, 5 h. actives 0.32% (n = 350,000). activation, % at 20 µM. AID 504720. P0AE70; in the data active = activation above about 50%
# Yp Topo-I inh: inhibitors of Yersinia pestis topoisomerase I; Y. pestis Topo-I cleavage product accumulation, plate reader; activity, % at 10 µM; actives 0.064% (n = 360,000); AID 504884; in the data active = activity above about 50%, passing the limit was not always enough; also: inactives centre near 2
# * = called active by the depositor; i = inactive; · = no result given. A portion of the library; count on the stated rates, not on these rows.
nr	Molecule	SARS 3CLpro inh	Rv3671c inh	DUSP3 inh	PriA SSB inh	Anthrax LF inh2	Vc quorum ag	PfHsp40 yeast	TcdB GH inh	MazEF act	Yp Topo-I inh
1	O=C(CSc1nnc(C2CC2)n1-c1ccccc1)NCCc1ccccc1	0.7	4.4	11.6	0.3	-1.6	-0.4	0.3	·	2.3	5.6
2	CC(=O)c1ccc(OCCCN2CCCCC2)cc1	-3.9	6.5	-21.2	-13.3	-0.8	-0.2	-1.4	·	-1.2	-0.8
3	COc1ccc(CCNC(=O)C2CCN(S(C)(=O)=O)CC2)cc1OC	2.4	9.7	9.1	-6.7	-3.4	3.3	-0.1	1.3	-1.3	-2.4
4	COc1ccc2c(c1)[nH]c1c(=O)n(CCc3cnc[nH]3)cnc12	0.7	-7.8	2.9	-6.1	-10.0	-0.3	-0.3	·	13.2	2.4
5	N#CC(=C1CCCC1)c1nc(-c2ccc(Cl)cc2)cs1	-3.7	-17.3	19.2	-18.2	-3.2	i	-1.3	·	-15.6	-2.3
6	CC(=O)NC12CC3CC(C1)CC(C(=O)N(C)CC(=O)Nc1ccc(F)c(F)c1F)(C3)C2	·	-3.1	·	-0.7	-2.0	i	-0.7	-0.7	9.6	3.7
7	COc1ccc(NS(=O)(=O)c2cc(NC(=O)c3ccc(=O)[nH]c3)ccc2N2CCOCC2)cc1	4.5	-5.5	30.2	-14.9	1.5	-0.2	-0.2	2.1	22.5	5.5
8	COC(=O)c1oc2ccc(Br)cc2c1NC(=O)CN1CCN(C)CC1	-4.7	-3.5	·	-11.0	4.0	i	-0.5	·	5.3	-0.8
9	COc1ccc(OCCCC(=O)OC(C)C(=O)Nc2ccccc2[N+](=O)[O-])cc1 (stereo not drawn)	·	-3.1	·	1.0	8.6	i	0.1	1.5	2.8	25.1
10	O=C(CN1CCC(NC(=O)C2CCCCC2)CC1)Nc1ccccc1	·	·	·	1.3	-5.3	-5.0	0.1	0.8	2.6	0.2
11	O=C1c2ccccc2C(=O)N1CCSc1nncs1	-2.7	-4.2	12.0	6.6	-6.6	1.1	0.1	·	-1.9	3.1
12	CCCNC(=O)N1[C@H]2CC[C@@H]1C(C(=O)OC)=C(c1ccc3ccccc3c1)C2	·	-2.2	·	-8.2	-6.6	i	-0.1	·	8.9	-10.0
13	CCN(CC)c1ccc(N=Nc2ncn[nH]2)cc1	6.1	-20.3	13.2	14.8	-8.2	-0.2	-0.3	3.8	-7.7	-0.1
14	COc1ccc(S(=O)(=O)N2CCCCC2)cc1NC(=O)Cc1sc(C)nc1-c1ccc(F)cc1	·	-4.8	·	-1.4	-1.2	-5.6	-0.9	0.5	-8.9	2.4
15	Cc1nc2c(-c3ccccc3)c(C)nn2c(C)c1CC(=O)O	1.4	-2.1	25.0	-3.6	3.9	2.8	-1.3	·	-5.3	1.8

# Looked up above:
# Vc quorum ag with compound 3 = 3.3
# PriA SSB inh with compound 8 = -11.0
# MazEF act with compound 12 = 8.9
# MazEF act with compound 9 = 2.8
# Anthrax LF inh2 with compound 11 = -6.6
# Rv3671c inh with compound 13 = -20.3

# Additional entries follow.
nr	Molecule	SARS 3CLpro inh	Rv3671c inh	DUSP3 inh	PriA SSB inh	Anthrax LF inh2	Vc quorum ag	PfHsp40 yeast	TcdB GH inh	MazEF act	Yp Topo-I inh
16	COc1ccc(CCC(=O)NCCc2cn3c(C)csc3n2)cc1	0.3	-4.4	35.7	-2.9	-2.6	-0.6	0.7	0.2	-1.3	5.6
17	CC(NC(=O)/C(C#N)=C/c1ccc(N2CCOCC2)cc1)c1ccccc1 (stereo not drawn)	-0.7	-2.1	1.1	-1.7	-6.6	-4.8	-0.1	-0.3	10.5	-3.4
18	CCS(=O)(=O)N1CCC(C(=O)Nc2cc(C)ccc2O)CC1	-5.2	-1.7	-11.8	-9.1	10.2	0.4	0.2	-3.1	-19.1	10.5
19	N#Cc1ccc(C(=O)Nc2cccc(NC(=O)c3ccco3)c2)c(F)c1	4.5	0.6	44.3	-10.4	-4.7	-2.4	2.1	0.0	-6.3	-0.7
20	O=C(O)COc1ccccc1C1C2C(=O)N(c3ccc(F)cc3)C(=O)C2ON1c1ccccc1 (stereo not drawn)	2.2	-1.9	-0.2	5.9	-0.5	-0.4	0.5	·	-8.6	2.8
21	Oc1ccccc1Oc1ncc(Br)c(N2CCOCC2)n1	0.5	-5.0	3.6	-21.5	-3.9	-0.3	-0.5	·	-8.4	-0.1
22	CCc1nc(NCC2CCCN2CC)c2nnn(Cc3ccccc3F)c2n1 (stereo not drawn)	-1.9	0.7	12.0	2.4	1.6	-0.4	-0.6	·	0.0	4.3
23	COc1ccc2c(c1OC)C(=O)N1N=C(c3ccccc3)CC21 (stereo not drawn)	3.5	-1.9	16.3	7.1	-2.5	·	-0.4	·	0.8	-2.0
24	CNC(=S)N(Cc1ccc(OC)cc1)C1CC(=O)N(c2ccc(Cl)cc2)C1=O (stereo not drawn)	7.4	-5.2	8.2	-4.5	-2.3	i	1.2	·	7.8	-8.3
25	Cc1ccc(CNC(=O)c2ccc(Cn3cc(-c4ccc(C)cc4)nc3-c3ccncc3)cc2)cc1	4.3	-16.2	29.1	22.3	-0.4	-0.2	2.2	2.1	-1.1	37.9
26	CC(=O)c1sc(-c2cccc(Cl)c2)nc1C	-6.5	0.1	13.6	-13.6	-3.0	i	-0.3	0.3	1.0	3.3
27	COc1ccccc1C(=O)Nc1ccc2c(c1)CC1(C(=O)N(C)C(=O)N(C)C1=O)C1CCCN21 (stereo not drawn)	-2.5	-0.7	14.9	-8.4	-2.4	i	-0.1	0.9	10.9	19.4
28	COc1cc(S(=O)(=O)NC2CCCCC2)c(C)cc1C	-1.5	-4.5	13.0	-14.7	-4.7	i	18.5	0.8	8.8	0.7
29	Cc1cccc(OCC(=O)NN2C(=O)C3C4C=CC(O4)C3C2=O)c1 (stereo not drawn)	0.3	-0.9	19.7	5.5	-8.6	-0.6	0.7	0.4	-5.6	-7.1
30	CCc1nnc(NC(=O)CSc2nnc(-c3ccccc3OC)n2-c2ccccc2)s1	-1.7	-4.2	20.4	-4.9	-7.7	-0.4	-0.5	·	-2.8	2.4

# Only Rv3671c inh, DUSP3 inh and Vc quorum ag, for two of the compounds above:
no. | Structure | Rv3671c inh | DUSP3 inh | Vc quorum ag
4 | COc1ccc2c(c1)[nH]c1c(=O)n(CCc3cnc[nH]3)cnc12 | -7.8 | 2.9 | -0.3
17 | CC(NC(=O)/C(C#N)=C/c1ccc(N2CCOCC2)cc1)c1ccccc1 (stereo not drawn) | -2.1 | 1.1 | -4.8

# Carrying on.
nr	Molecule	SARS 3CLpro inh	Rv3671c inh	DUSP3 inh	PriA SSB inh	Anthrax LF inh2	Vc quorum ag	PfHsp40 yeast	TcdB GH inh	MazEF act	Yp Topo-I inh
31	COc1ccc(-c2sc(Nc3ccccc3)n[n+]2-c2ccc(F)cc2)cc1Br	0.0	1.1	5.0	-0.8	-7.9	i	0.7	1.3	1.9	21.3
32	CC(C)OC(=O)CC(=O)CSc1nc2c(cc1C#N)CCCC2	-0.9	8.2	-6.0	-30.3	1.2	-0.7	-1.2	·	6.2	12.5
33	O=C(CSCCO)Nc1cccc2ccccc12	1.3	15.0	6.5	2.2	-3.3	i	-1.8	·	1.7	3.2
34	NCCCNc1nc(N)c([N+](=O)[O-])c(NC2CCCCC2)n1	3.8	3.6	20.1	-6.1	-0.3	i	3.7	-0.4	5.3	-1.5
35	CCN(CC)S(=O)(=O)c1cccc(C(=O)NCc2ccccc2)c1	2.1	0.0	28.2	3.0	-5.3	-0.5	0.0	0.4	3.7	-5.3
36	O=C(NCc1ccco1)c1cc(C(=O)C2CC2)c[nH]1	-2.1	-6.7	4.8	-15.1	0.7	i	-1.2	·	2.2	-0.8
37	CC(=O)N1CCc2cc(S(=O)(=O)C(C)CC(=O)NCc3ccc(C)o3)ccc21 (stereo not drawn)	5.3	-11.2	2.2	-4.4	-0.6	i	0.6	-0.1	10.5	-3.8
38	COc1cc(C)c(/C=C/C(C)=C/C=C/C(C)=C/C(=O)O)c(C)c1C	·	1.1	·	-5.2	5.3	-0.5	1.3	0.9	-1.9	11.4
39	COc1ccc(NC(=O)Cn2cc(C(C)=O)c3ccccc32)cc1	-2.1	4.5	9.8	-6.9	·	0.7	0.2	0.0	2.9	3.1
40	C[C@@]12C(=O)N(Cc3ccc(F)cc3)CC(=O)N1[C@H]1c3cc(Cl)ccc3OC[C@@H]1[C@@H]2c1ccccc1	·	-14.8	·	7.6	-9.5	0.7	-0.5	2.3	-12.5	11.5
41	O=C(Cc1ccsc1)NCc1ccccc1F	-3.4	0.9	5.4	-19.2	-1.1	-0.3	0.8	4.7	3.9	1.6
42	CC(=O)N(CCP(=O)(c1ccccc1)c1ccccc1)Cc1ccco1	-5.1	-0.5	1.0	-7.6	-7.6	i	1.0	·	2.8	-2.6
43	CC(NC(=O)[C@@H](C)NC(=O)[C@@H]1Cc2ccccc2CN1C(=O)OC(C)(C)C)c1ccccc1 (stereo partly drawn)	-3.2	-2.0	29.6	-9.5	-2.4	1.1	0.4	1.3	8.7	12.6
44	CC(C)c1nnc(SCC(=O)NC2CCCC2)n1C	7.0	8.4	-9.5	-9.0	0.1	-0.4	-1.2	1.2	5.8	-1.3
45	O=C(O)C(NS(=O)(=O)c1ccc(F)cc1)c1ccccc1 (stereo not drawn)	-8.6	-5.4	16.6	-4.5	0.4	i	-0.2	0.9	9.8	2.7

# The last 2 entries of the part above are carried over, then new ones follow:
nr	Molecule	SARS 3CLpro inh	Rv3671c inh	DUSP3 inh	PriA SSB inh	Anthrax LF inh2	Vc quorum ag	PfHsp40 yeast	TcdB GH inh	MazEF act	Yp Topo-I inh
44	CC(C)c1nnc(SCC(=O)NC2CCCC2)n1C	7.0	8.4	-9.5	-9.0	0.1	-0.4	-1.2	1.2	5.8	-1.3
45	O=C(O)C(NS(=O)(=O)c1ccc(F)cc1)c1ccccc1 (stereo not drawn)	-8.6	-5.4	16.6	-4.5	0.4	i	-0.2	0.9	9.8	2.7
46	COc1ccccc1CC(=O)N1CCN(c2cccc(Cl)c2)CC1	2.9	-2.5	8.8	-8.2	-6.6	-0.8	0.8	2.6	0.2	27.0
47	COc1ccc(C(=O)NCCNC(=O)c2cc(OCC(F)(F)F)ccc2OCC(F)(F)F)cc1	0.6	-0.3	10.7	2.9	6.8	-3.3	-1.6	·	2.7	-11.0
48	CSC1=NC(C)N2C(SC)=NC(C)N12 (stereo not drawn)	0.8	5.2	4.3	2.8	6.4	-0.5	0.1	2.8	6.5	-1.0
49	CC(=O)Nc1cc(C(=O)N2CCOCC2)ccc1S(=O)(=O)c1ccc(C)cc1	-1.1	-6.1	21.9	-5.6	-5.1	0.7	0.0	·	41.0	-3.5
50	COc1cc(C(=O)Nc2ccc(-n3cnnn3)c(C)c2)cc(OC)c1OC	1.1	0.1	-3.9	1.0	-5.6	-3.5	-1.4	·	11.0	-4.8
51	COC(=O)C1=C(C)N(C)C(C)=C(C(=O)OC)C1c1ccc(F)c(Br)c1	-4.8	-4.4	4.8	-32.5	0.2	-2.2	0.4	·	1.6	-8.6
52	S=C(NCc1cccnc1)Nc1cc(Cl)cc(Cl)c1	0.3	-3.3	22.4	-10.8	-4.5	-0.9	0.4	1.6	4.7	2.0

# Of the compounds above, these contain an aryl thioether with sulfur outside any ring:
nr	Molecule	SARS 3CLpro inh	Rv3671c inh	DUSP3 inh	PriA SSB inh	Anthrax LF inh2	Vc quorum ag	PfHsp40 yeast	TcdB GH inh	MazEF act	Yp Topo-I inh
1	O=C(CSc1nnc(C2CC2)n1-c1ccccc1)NCCc1ccccc1	0.7	4.4	11.6	0.3	-1.6	-0.4	0.3	·	2.3	5.6
11	O=C1c2ccccc2C(=O)N1CCSc1nncs1	-2.7	-4.2	12.0	6.6	-6.6	1.1	0.1	·	-1.9	3.1
30	CCc1nnc(NC(=O)CSc2nnc(-c3ccccc3OC)n2-c2ccccc2)s1	-1.7	-4.2	20.4	-4.9	-7.7	-0.4	-0.5	·	-2.8	2.4
32	CC(C)OC(=O)CC(=O)CSc1nc2c(cc1C#N)CCCC2	-0.9	8.2	-6.0	-30.3	1.2	-0.7	-1.2	·	6.2	12.5
44	CC(C)c1nnc(SCC(=O)NC2CCCC2)n1C	7.0	8.4	-9.5	-9.0	0.1	-0.4	-1.2	1.2	5.8	-1.3
